Compound activity deposited in PubChem by several laboratories.
HSP90 inh – inhibitors of HSP90 luciferase refolding in rabbit reticulocyte lysate; inhibition, % at 5.6 µM; AID 1789; luciferase refolding luminescence, 3 h; hit rate 0.91% among 290,000;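 active = inhibition above the screen-wide mean plus 3 SD, computed separately per campaign, cut at about 16% in these data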;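 note: 0% = DMSO wells and 100% = 60 µM geldanamycin wells; inhibitors lower the luminescence because luciferase stays unfolded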
KLF5 inh – kruppel-like factor 5 inhibition; DLD-1 KLF5 promoter-luciferase reporter, luminescence; inhibition, % at 5 µM; hit rate 0.23% among 290,000; AID 1700;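 active = inhibition above a per-plate limit of that plate's mean compound inhibition plus 3 SD, cut at about 60% in these data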;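 note: 0% = DMSO wells and 100% = LY294002 at 200 µM; higher means less KLF5 promoter-driven luciferase light; inactives centre near -14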
aSyn UTR inh – MLPCN primary screen, SNCA 5' untranslated region; alpha-synuclein 5'UTR reporter, inhibitor activity; inhibition, % (tested at 7.5 µM); hit rate 0.82% among 300,000; in the data active = inhibition above about 60%;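 note: H4 neuroglioblastoma cells stably carrying SNCA 5'UTR luciferase fusion; 0% = DMSO wells and 100% = positive control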
Platelet DG rel – platelet dense granule release activity. inhibition, %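 (compounds screened at 7.5 µM in platelet-rich plasma)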. hit rate 0.22% among 300,000. AID 1663. human platelet-rich plasma, SFLLRN dense granule ATP release, luminescence;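 active = mean replicate score, as percent of positive control, at or above 50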
GSK3A inh – human GSK-3 alpha kinase inhibition. ADP-Glo luminescence, 60 min. P49840. AID 2650. inhibition, % at 10 µM. hit rate 0.1% among 320,000;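 in the data active = inhibition above about 50%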;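 note: GST-tagged GSK-3 alpha with peptide substrate and 25 µM ATP; 0% = DMSO neutral wells and 100% = GW8510 positive control wells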
Target sequence (P49840 whole entry, looked up): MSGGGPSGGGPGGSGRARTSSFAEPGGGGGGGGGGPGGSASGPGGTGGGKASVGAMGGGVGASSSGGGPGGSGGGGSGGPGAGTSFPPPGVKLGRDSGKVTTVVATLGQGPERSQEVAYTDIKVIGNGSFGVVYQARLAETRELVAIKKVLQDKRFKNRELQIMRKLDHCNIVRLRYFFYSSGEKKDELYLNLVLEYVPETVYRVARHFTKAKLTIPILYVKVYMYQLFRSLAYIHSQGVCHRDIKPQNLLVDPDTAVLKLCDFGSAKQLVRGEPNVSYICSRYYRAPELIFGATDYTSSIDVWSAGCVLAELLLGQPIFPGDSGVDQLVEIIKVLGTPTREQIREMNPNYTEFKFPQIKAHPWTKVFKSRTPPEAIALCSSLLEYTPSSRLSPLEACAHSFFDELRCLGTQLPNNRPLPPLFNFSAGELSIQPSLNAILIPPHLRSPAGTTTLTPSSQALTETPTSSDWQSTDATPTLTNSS
IEC-6 tox – IEC-6 cytotoxicity, counter-screen for KLF5 inhibitors | inhibition, % at 5 µM | hit rate 0.78% among 290,000 | AID 1825 | luminescence viability; in the data active = inhibition above about 22%;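 note: 0% = plate median of test compound wells and 100% = cytotoxic reference compound wells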
GSK3beta inhib – blocks human GSK3beta kinase activity; activity score (negative = inhibition), % at 10 µM; P49841; GST-GSK3beta kinase, ADP-Glo luminescence, 60 min; stronger effect = lower value; hit rate 0.038% among 300,000;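 active = more than half of replicate wells score below -50%, meaning over 50% inhibition versus plate controls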;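 note: 0% = median DMSO wells and -100% = median GW8510 positive control wells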
Target sequence (P49841 whole entry, looked up): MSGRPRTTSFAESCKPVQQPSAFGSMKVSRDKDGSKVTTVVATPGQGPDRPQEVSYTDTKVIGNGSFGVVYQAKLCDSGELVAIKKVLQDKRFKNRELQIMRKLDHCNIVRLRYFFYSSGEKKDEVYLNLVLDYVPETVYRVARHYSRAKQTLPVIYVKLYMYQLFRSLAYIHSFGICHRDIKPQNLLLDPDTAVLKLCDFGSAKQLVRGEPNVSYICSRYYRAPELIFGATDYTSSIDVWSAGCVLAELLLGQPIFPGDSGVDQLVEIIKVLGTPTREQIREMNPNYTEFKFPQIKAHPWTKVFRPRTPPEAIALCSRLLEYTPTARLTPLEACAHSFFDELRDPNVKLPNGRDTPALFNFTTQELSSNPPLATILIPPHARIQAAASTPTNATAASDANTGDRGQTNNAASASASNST
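Assay system: GST-tagged human GSK3beta kinase, cell-free; Input: 1.6 ng GSK3beta; Medium: Tris/MgCl2 kinase buffer; Timing: 60 min enzyme reaction, room temperature; Signal: ADP-Glo luminescence quantifying ADP generated by kinase; Evaluation: score relative to plate controls; Benchmarks: DMSO neutral wells and GW8510 at 20 µM as positive.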
HSF1 activator – increases HSF-1 driven luciferase reporter signal | NIH3T3-HGL HSF-1 luciferase reporter, MG132, 8 h; 100% = twice DMSO control signal | activation, % at 9 µM | hit rate 1.7% among 300,000 | AID 504408;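 active = mean replicate activation of at least 50% with a set share of replicates each reaching 50%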;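 note: 0% = median of the neutral control wells and 100% = twice that signal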
HSF1 inh – HSF1 inhibition. NIH3T3-HGL HSE-luciferase, MG132-induced, luminescence 8 h; stronger effect = lower value. activity change, negative = inhibition, % at 7.5 µM (by protocol). hit rate 0.77% among 300,000;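 active = more than half of replicate wells show activity change below -50%, luminescence cut by over half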;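 note: luciferase reports HSF-1 transcriptional activity via heat shock element; 0% = median of DMSO wells and -100% = zero luminescence signal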
Dyrk1A ADPGlo – Dyrk1A (rat) kinase inhibition | hit rate 0.43% among 310,000 | inhibition, % at 12.5 µM | ADP-Glo luminescence, NFATc1 peptide; in the data active = inhibition above about 50%;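 note: plate controls were vehicle with enzyme for no effect and no enzyme for full effect; many of its hits are not listed in these tables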
An asterisk follows results filed as active; x = not tested or not shown.

structure,HSP90 inh,KLF5 inh,aSyn UTR inh,Platelet DG rel,GSK3A inh,IEC-6 tox,GSK3beta inhib,HSF1 activator,HSF1 inh,Dyrk1A ADPGlo
CC(C)C(=O)Nc1cccc(NC(=O)CCN2C(=O)c3ccccc3S2(=O)=O)c1,0,55,8,9,1,4,-2,4,2,4
Cc1ccc2nc(CCc3ccc(N)cc3)[nH]c2c1,8,-90,-136,2,0,4,-4,41,21,12
CCn1cc(C(=O)NCC2CCCO2)c2cc(OC)c(OC)cc2c1=O (centres undefined),-1,-6,9,6,-2,6,-2,37,2,8
CC1CN(CCC(=O)Nc2ccc3c(c2)OCO3)CC(C)O1 (centres undefined),1,-17,-1,-2,-1,1,1,0,-9,-2
Cc1ccc(-c2nnc(SCC(=O)N/N=C/c3ccccc3C(=O)O)n2-c2ccc(C)cc2)cc1,-2,7,0,6,-2,-3,4,-9,-6,2
CCOC(=O)C(C#N)C(Cc1ccccc1)c1ccco1 (centres undefined),2,-31,-13,2,-2,-9,1,1,-2,-3
COc1ccc(-c2c(C)oc3c(CN4CCOCC4)c(O)ccc3c2=O)cc1,3,-2,27,1,4,0,2,-4,2,-9
CCNC(=O)CSc1nc2ccccc2c(=O)n1CCCOC(C)C,-2,-33,18,-3,0,0,-3,-10,-2,4
CC1(C)CC(=O)C=C(NCC(O)c2ccccc2)C1 (centres undefined),-3,-18,-4,2,-2,-3,2,8,1,8
COc1ccc(-c2cc(C)nc3nc(N)nn23)cc1,6,5,7,5,-2,3,-2,1,8,-2
COc1cc(NC(=S)NCc2cccs2)cc(OC)c1,3,-5,8,-12,-1,-4,-10,4,2,2
O=Cc1coc2c(ccc3ccccc32)c1=O,1,-8,2,-2,1,1,1,8,4,x
CC(=O)Nc1ccc(N2C(=O)c3ccc(S(=O)(=O)c4ccc(C(=O)O)cc4)cc3C2=O)cc1,1,-23,-34,1,-2,-2,-1,10,7,-8
COc1ccccc1-n1c(SCC(=O)Nc2ccc(C)cc2)nc(O)cc1=O,-1,-1,-4,1,-2,-8,1,6,3,0
O=S(=O)(O)Oc1c[nH]c2ccccc12,x,x,-34,1,20,x,-2,0,3,x
O=C(c1ccccc1)c1ccc(OCC(O)CNCc2cccc(Cl)c2)cc1 (centres undefined),1,-38,25,-15,-1,1,-1,-2,-3,-2
C=CCNC(=O)CSc1nc2sc3c(c2c(=O)n1CCC)CCC3,-2,-14,12,9,-3,-2,0,41,15,-6
CC(C)(C)c1ccc(OCC(=O)N/N=C/c2ccsc2)cc1,-1,-38,19,3,0,-2,-3,-6,1,0
Cn1cccc1/C=N/NC(=O)c1ccn[nH]1,1,-24,-19,5,5,0,0,36,9,6
Cc1cccc(C(=O)NC(=S)Nc2ccccc2C(=O)O)c1,-2,-19,-43,-1,0,2,0,10,5,1
COc1ccc(N(CC(=O)NCc2ccco2)C(=O)CCC(=O)Nc2ccccn2)cc1,4,-1,-10,12,x,6,-2,3,1,-9
Cc1cc(=O)[nH]c(SCC(=O)NC(c2ccccc2)c2ccccc2)n1,-3,-4,-21,1,-1,-2,x,6,-8,x
CCN(CC)C(=O)CC(c1cc(OC)c(OC)c(OC)c1)c1c(O)cc(OC)cc1OC (centres undefined),x,x,-2,0,-3,x,-1,17,0,5
COCCNC(=O)c1cc2cc(Br)cc(Br)c2oc1=O,-2,-14,5,14,2,0,-1,4,-2,5
CCc1ccc(N2C(=O)C3C(C2=O)N2CCCN2C3c2ccccc2)cc1 (centres undefined),1,-13,-1,2,-4,-11,-2,13,-1,1
CC(C)Cn1c(=O)c(C(=O)NCc2ccccn2)c(O)c2ccccc21,1,-4,11,2,0,0,0,-3,1,4
C=CCO/N=C(\C)c1c(O)c(C)c(-c2ccccc2)n(-c2ccccc2)c1=O,3,-34,-3,-1,-4,-1,2,-2,-4,-9
O=C(c1ccc(Br)o1)N1CCN(C/C=C/c2ccccc2)CC1,1,-14,9,-1,-2,3,7,-4,3,1
CC1CCN(CC(=O)Nc2ccccc2C#N)CC1,-1,-16,8,-7,-1,4,-20,-7,3,4
Cc1ccccc1NC(=O)c1cccnc1,0,-20,7,0,-2,-6,4,2,2,0
O=C1c2ccccc2C(=O)N1CCCCSc1nnc(-c2ccc(OC(F)F)cc2)o1,2,1,-2,-1,-1,5,-1,10,3,5
COc1ccc(C(=O)NCCNc2nc3c(C)cccc3cc2C#N)cc1OC,3,-17,-7,-5,-1,0,2,-3,-1,1
O=C1c2ccccc2C(=O)N1Cc1ccc2c(c1)OCO2,2,-22,-10,-4,-1,-3,-3,2,-4,7
O=C(CCc1nc(-c2ccccc2Cl)no1)NC1CCCC1,5,-12,8,-24,3,4,2,-3,3,x
N#Cc1nc(-c2ccccc2F)oc1N1CCCC1,3,-29,-8,-7,1,1,-4,-17,1,3
CN(CC(=O)c1c(N)n(C)c(=O)n(C)c1=O)c1ccccc1,2,-10,2,0,-1,-1,-2,10,-5,-3
COC(=O)Cn1cc(/C=C(/C#N)C(=O)N2CCOCC2)c2ccccc21,0,-4,-18,1,1,-6,0,9,-6,-4
O=c1c2ccccc2nnn1Cc1ccc(F)cc1,1,-4,-6,0,-2,-2,2,17,3,0
COc1ccc(NC(=O)c2cc3c(=O)n4ccccc4nc3n2C)cc1OC,-1,-24,7,-7,2,-8,0,-2,-6,x
CCCc1[nH]nc2c1C(c1cccc(OC(=O)c3ccco3)c1)C(C#N)=C(N)O2 (centres undefined),-1,-5,1,3,2,2,-8,0,6,0
COCCN1C(=O)C(=O)/C(=C(/O)c2ccc(OC(C)C)cc2)C1c1cccnc1 (centres undefined),2,-22,4,-4,-3,3,-6,29,4,x
O=CN1CCN(C(=O)c2ccc([N+](=O)[O-])cc2)CC1,-3,-18,15,6,1,0,2,9,-2,-12
O=C1OC(/C=C/c2ccc(Cl)cc2)=NC/1=C/c1ccco1,-2,-20,-43,3,-3,-16,1,3,3,8
C=CCNC(=S)NNC(=O)c1ccncc1,-7,-16,10,-4,0,-9,-1,5,-2,0
CCC(=NCCN1CCNCC1)C1=C(O)CC(C)(C)CC1=O,2,-23,4,-2,-4,1,2,-8,-4,7
Cc1ccc(N2C(=O)C(CC(=O)Nc3cccc(F)c3)N(CCc3ccncc3)C2=O)cc1 (centres undefined),2,-2,5,-7,0,-8,10,3,0,-3
CC(C)C(=O)N1CCN(c2ccccc2NC(=O)c2ccc(C#N)cc2F)CC1,-4,-2,-11,25,-2,-12,-2,-10,-6,x
COc1cc2c(cc1OC)CN(C(=S)NC(=O)c1ccccc1)CC2,4,-1,-9,0,-2,8,0,-8,4,3
O=C(NNC(=O)c1cccs1)c1cccnc1,-1,-35,-11,0,1,3,2,2,-1,9
Cc1cc(C)c[n+](-c2nc([O-])sc2C=O)c1,1,3,-2,-54,-1,2,4,-15,-7,-1
CCOc1ccccc1C(=O)NN1C(=O)CCC1=O,3,20,-55,13,-1,13,2,-3,-7,0
COc1cccc(CNC(=O)c2ccc(NC(=O)C3=CSCCO3)cc2)c1,1,-75,13,3,-1,1,2,13,-1,1
CCOC(=O)c1sc(NC(=O)CCN2CCOCC2)c(C(=O)OCC)c1C,-2,-43,1,-3,1,3,1,8,-1,3
COc1ccccc1NC(=O)c1sc2nc(-c3ccco3)ccc2c1N,2,-14,-42,-1,-1,-17,-2,16,17,-9
COc1ccc(NC(=O)CC2SC(=N)N(c3ccccc3)C2=O)c(OC)c1 (centres undefined),1,-29,-5,0,6,5,2,22,-5,x
O=C(N1CCCCC1)N1CCN(S(=O)(=O)c2ccc(Cl)cc2)CC1,-5,-12,-12,0,-5,-10,1,7,6,2
N[C@H]1CONC1=O,x,x,-19,1,-1,x,1,-8,1,x
CCOc1ccc(N2C(=O)Nc3ccc(Br)cc3C2(O)C(=O)NCCN(C)C)cc1 (centres undefined),1,-34,-3,-4,-1,1,-4,-16,3,-6
C=CCC(CC=C)(C(=O)O)c1ccccc1,1,-24,-5,-6,-3,0,-6,1,-5,-3
Cc1ccccc1C(=O)NC(=S)Nc1ccc(S(=O)(=O)N(C)c2ccccc2)cc1,-6,-50,5,-4,0,-1,2,-6,8,-7

(cont.)
structure,HSP90 inh,KLF5 inh,aSyn UTR inh,Platelet DG rel,GSK3A inh,IEC-6 tox,GSK3beta inhib,HSF1 activator,HSF1 inh,Dyrk1A ADPGlo
C=C1C(C(=O)Nc2ccc(OC)cc2)C1C(=O)Nc1ccc(OC)cc1 (centres undefined),1,1,3,0,-2,-5,0,-14,4,-1
Cc1ccccc1N1CCN(C2CCCN(C(=O)CCn3cnnn3)C2)CC1 (centres undefined),1,-9,1,-11,1,-1,1,-4,-8,3
COc1ccc(/C=N/OC/C(O)=C(\C#N)c2nc3ccccc3[nH]2)cc1OC,-1,3,-2,8,2,-1,3,1,0,2
O=S(=O)(c1ccc(Cl)cc1)N1CCN=C1SCc1cccc(Cl)c1,2,-15,-6,1,0,8,-3,19,0,-8
CCOc1ccc(/C=C2\SC(=O)N(CCNC(=O)CN3C(=O)NC4(CCCC4)C3=O)C2=O)cc1OC,-1,-4,18,5,1,-1,-2,-5,1,5
O=C(c1ccc2nc[nH]c2c1)N1CCN(c2ncc(C(F)(F)F)cc2Cl)CC1,-1,-29,-23,9,-4,-4,-1,9,-7,4
COc1ccc(C(=O)NC2CCCCCC2)cc1S(=O)(=O)N1CCOCC1,4,-14,10,-6,0,2,-4,-14,-1,-3
COc1ccc(OC)c(NC(=O)C2CCCC2)c1,0,-7,12,-1,0,-2,-3,6,-2,0
Cc1nc(-c2ccc(S(=O)(=O)N3CCN(c4ccccc4)CC3)cc2)co1,-7,-21,-6,-7,1,-1,-3,5,5,-3
N#CC1CC(c2ccccc2)=NN1c1ccccc1[N+](=O)[O-] (centres undefined),-2,-34,-95,-8,1,7,3,48,22,-2
COc1ccc(-c2[nH]c(-c3ccc(F)cc3)nc2SCC(=O)NCc2ccco2)cc1OC,1,-19,0,2,-1,-2,1,-2,7,6
O=C(CSc1nnc(-c2ccccc2)o1)N1CCCC1,3,-78,-102,6,0,6,-2,-7,5,1
O=[N+]([O-])c1ccc(N/N=C/c2cccnc2)cc1,2,-56,-14,13,-1,24*,-1,11,-3,-4
COc1ccc(CNC(=O)c2sc(=S)n(-c3ccccc3)c2N)cc1,-7,-12,7,-9,-4,1,2,-73,-67*,5
CCCCC1=CC2=C(c3ccco3)C(=O)C(C)(OC(=O)c3ccc(OC)cc3)C(=O)C2=CN1Cc1ccc2c(c1)OCO2 (centres undefined),x,x,26,1,-2,x,-2,27,12,-3
CCCCn1c(N)c(N(CCC(C)C)C(=O)c2ccc3c(c2)OCO3)c(=O)[nH]c1=O,x,x,5,-11,1,x,x,4,1,6

Some of the compounds tested. The share of hits here may be higher or lower than overall.
